Keap1 Nrf2 FP – inhibitors of human Keap1-Nrf2 protein-protein interaction; actives 0.15% (n = 340,000); inhibition, % at 9.4 µM; Keap1 Kelch-Nrf2 peptide fluorescence polarization, 1536-well; in the data active means inhibition above about 12%;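 further: human Keap1 Kelch domain with fluorescein labeled Nrf2 9mer peptide probe; 0% = neutral control wells and 100% = peptide positive control; higher means more block of Keap1 binding to Nrf2 peptide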
DSG3 Ab inh – human desmoglein-3 autoantibody binding inhibition. binding (percent of control), % at 10 µM. P32926. DSG3-coupled beads, scFv-anti-DSG3-GFP binding, flow cytometry; hits give low values. actives 0.48% (n = 310,000);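 active means binding more than 3 SD below its plate's average and above zero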;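 further: hits lower antibody fragment binding to DSG3; some compounds called inactive have numbers as strong as hits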
Target sequence (P32926 whole entry, looked up, the tested form may be a part): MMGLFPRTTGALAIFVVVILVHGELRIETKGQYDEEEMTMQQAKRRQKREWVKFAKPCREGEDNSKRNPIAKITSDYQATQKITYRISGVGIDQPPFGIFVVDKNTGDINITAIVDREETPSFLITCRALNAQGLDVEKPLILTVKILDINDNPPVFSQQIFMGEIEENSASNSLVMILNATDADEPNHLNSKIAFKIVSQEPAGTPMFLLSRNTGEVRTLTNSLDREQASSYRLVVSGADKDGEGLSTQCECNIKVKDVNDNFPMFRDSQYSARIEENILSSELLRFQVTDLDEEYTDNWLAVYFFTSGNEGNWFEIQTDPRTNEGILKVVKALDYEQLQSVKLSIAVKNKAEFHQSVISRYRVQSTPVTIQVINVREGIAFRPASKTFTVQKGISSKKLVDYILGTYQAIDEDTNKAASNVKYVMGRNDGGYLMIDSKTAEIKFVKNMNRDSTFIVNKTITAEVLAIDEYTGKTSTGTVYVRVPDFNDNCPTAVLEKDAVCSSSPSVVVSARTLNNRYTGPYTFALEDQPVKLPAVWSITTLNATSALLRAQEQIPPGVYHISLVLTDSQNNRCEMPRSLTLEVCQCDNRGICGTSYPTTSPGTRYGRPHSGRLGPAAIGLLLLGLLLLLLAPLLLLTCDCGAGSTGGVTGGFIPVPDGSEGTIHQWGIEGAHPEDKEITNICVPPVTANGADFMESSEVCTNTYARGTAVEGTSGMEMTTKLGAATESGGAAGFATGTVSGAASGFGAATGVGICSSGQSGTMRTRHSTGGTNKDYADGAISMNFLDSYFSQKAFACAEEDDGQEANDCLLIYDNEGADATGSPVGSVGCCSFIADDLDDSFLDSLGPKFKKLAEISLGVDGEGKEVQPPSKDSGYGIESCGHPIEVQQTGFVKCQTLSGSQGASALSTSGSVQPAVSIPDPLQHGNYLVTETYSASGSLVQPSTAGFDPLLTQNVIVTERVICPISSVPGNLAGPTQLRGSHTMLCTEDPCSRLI
V-ATPase pH – regulators of yeast V-ATPase proton transport; AID 504577; actives 0.37% (n = 350,000); S. cerevisiae, pHLuorin cytosolic pH fluorescence; response, % at 10 µM; in the data active means response mostly above about 7.3%, no sharp cut-off; inactive means mostly below about 5.4%; further: actives read high; inactives centre near 0; some compounds called inactive have numbers as strong as hits; reference of the scale not given here
Arrestin-AP2 inh – blocks beta-arrestin peptide binding to AP2 adaptin | FITC-arrestin peptide / GST-AP2 beads, flow cytometry; AP2 beta2 appendage carries R879A mutation | inhibition, % at 10 µM | actives 0.31% (n = 340,000) | AID 504490;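 active means inhibition above a set limit, near 3 SD of compounds lacking own fluorescence, cut at about 54% in these data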;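 further: plate controls were DMSO wells for no effect and 5 µM unlabelled arrestin peptide for full effect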
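system = GST-tagged AP2 beta2-adaptin appendage (R879A) on 4 µm glutathione beads | reagent = FITC-labelled arrestin peptide probe, 50 nM final | schedule = compound with beads 12 min RT, then probe 1 h RT | signal = HyperCyt-sampled flow cytometry, FL1 channel, ex 488/em 535 nm | read-out = percent response from loss of bead-bound FITC fluorescence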
Wnt act – activates Wnt/beta-catenin signaling in a reporter cell assay; activation, % at 9.35 µM; actives 1.2% (n = 300,000); AID 743398; activator, plate reader; in the data active means activation above about 30%, passing the limit was not always enough;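 further: 0% = neutral control wells and 100% = positive control wells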
RTF Ca sens inh – cardiac RTF calcium desensitization; IANBD-labeled cardiac RTF, Ca2+ fluorescence; AID 493244; actives 0.12% (n = 340,000); inhibition, % at 7.15 µM; P19429+P45379;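 active means inhibition above the mean inhibition of all tested compounds plus 3 SD, cut at about 17% in these data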;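 further: assay run at fixed EC70 calcium of 1.6 mM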
RTF Ca sens act – increases calcium sensitivity of human cardiac regulated thin filaments; IANBD-labeled TnC RTF fluorescence at EC20 calcium; 0% EC20 calcium, 100% full calcium; AID 493008; activation, % at 7.2 µM; P19429+P45379; actives 0.24% (n = 340,000);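 active means activation above the mean over all tested compounds plus 3 SD, cut at about 30% in these data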;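 further: rise in fluorescence read as greater calcium sensitivity of cardiac thin filaments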
C-LANA FP – inhibitors of KSHV LANA C-terminal domain DNA binding. MBP-C-LANA/FAM-LBS DNA binding, fluorescence polarization. inhibition, % at 9 µM. actives 0.078% (n = 340,000);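 active means highest replicate inhibition at or above 60% at 9 µM, even if other replicates fall short; inactive means all replicates below 60% inhibition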;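 further: 0% = neutral control wells and 100% = 4 µM acridine orange control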
MOR-DOR inv ag – inverse agonists of human mu-delta opioid receptor heterodimerization | P35372+P41143 | inhibition, % at 9.3 µM | actives 0.21% (n = 340,000) | cell-based MOR-DOR heterodimer luminescence, inverse agonism; in the data active means inhibition above about 22%, passing the limit was not always enough;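 further: 0% = cells with DMSO and 100% = wells without cells with DMSO; values of inactives mirror those of a sister screen read the other way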
OPRM1-OPRD1 ag – agonists of human mu-delta opioid receptor heterodimerization; cells, OPRM1-OPRD1 heterodimerization, luminescence; activation, % at 9.3 µM; actives 0.3% (n = 340,000); AID 504326; in the data active means activation above about 18%;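 further: 0% = vehicle-treated cells and 100% = reference agonist; values of inactives mirror those of a sister screen read the other way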
* hit, by the source's call; x = not tested or not shown; & = joins results of further samples.

SMILES	Keap1 Nrf2 FP	DSG3 Ab inh	V-ATPase pH	Arrestin-AP2 inh	Wnt act	RTF Ca sens inh	RTF Ca sens act	C-LANA FP	MOR-DOR inv ag	OPRM1-OPRD1 ag
CN(CC1COc2ccccc2O1)C(=S)NC1CCCCC1 (stereo not drawn)	-1	98	1	23	4	8	-5	-1.3	-17	3.1
Cn1cc(Cl)c(C(=O)Nc2cccc(Cl)c2Cl)n1	2	98	2	9	x	-1	-4	0.6	10	-1.7
CCCCC1=CC2=CC(=O)C(C)(OC(=O)CC)C(=O)C2=CN1Cc1ccccc1 (stereo not drawn)	0	109	3	1	-1	-14	-4	4.1	-27	5.0
COc1ccc(NC(=O)c2c(-c3ccccc3)noc2C)c(OC)c1	-1	99	-1	-1	-1	0	2	0.1	7	-1.2
Cc1cc(C)cc(NS(=O)(=O)c2coc(C(N)=O)c2)c1	1	111	5	4	-1	-2	7	-1.3	4	-0.8
Clc1cccc(-c2noc3ncnc(Nc4ccc5c(c4)OCO5)c23)c1	-2	105	-3	2	-2	-4	4	2.5	-17	3.0
CCc1cc(=S)n2c([nH]c3ccccc32)c1C#N	-5	97	0	-11	x	-1	4	0.3	-11	2.0
O=C(CN1C(=O)NC2(CCCCC2)C1=O)N1CCN(S(=O)(=O)c2ccc(F)cc2)CC1	0	102	-3	-8	-3	0	1	0.4	23	-4.4
Cc1nn(-c2ccccc2)c2sc(C(=O)NC3CCCCC3)cc12	-6	88	5	-1	x	-20	12	0.5	-30	4.8
O=C1CCCc2c1[nH]c1ccc(Br)cc21	-5	98	-2	3	-33	-1	-5	-0.9	-10	1.9
O=C(CNc1ccc2ccccc2c1)NNC1=NCCC1	-1	107	2	13	x	7	-2	0.1	-13	1.9
O=C(Cc1ccccc1)NCCn1ccc2ccccc21	0	153	-1	6	-1	-4	3	1.1	4	-0.6
COCCN(C(=O)CCC(=O)Nc1nccs1)C(C(=O)NC(C)(C)C)c1ccc(Cl)cc1 (stereo not drawn)	-4	93	0	6	-1	-3	12	1.8	6	-1.1
CN(Cc1ccc(OC(F)F)cc1)C(=O)c1ccc2nccnc2c1	-2	88	-1	11	x	4	1	-0.8	12	-2.3
COc1ccc(CNn2c(C)nc3ccccc3c2=O)cc1	-6	105	-1	8	7	-2	-4	0.3	14	-2.5
O=C(CCNS(=O)(=O)c1ccccc1)N1CCCCCCC1	-2	103	1	-1	8	-12	1	0.8	6	-1.0
CC(=O)c1cc2ccc(O)cc2oc1=O	1	90	-5	32	3	0	-2	1.3	7	-1.3
CNc1nc(C)c(C(C)=O)cc1C#N	-1	100	0	21	1	-2	-5	0.1	15	-3.1
O=C(COC(=O)CCCN1C(=O)c2cccc3cccc(c23)C1=O)Nc1ccc(Cl)cc1	-2	83	1	12	13	4	3	-0.3	-1	0.2
COc1ccc2[nH]c3c(c2c1)CCN1C(=O)N([C@@H](C)C(=O)NCc2ccc(C)cc2)C(=O)[C@]31C	1	106	1	0	-2	1	9	0.1	2	-0.4

Molecules shown so far that have an aryl methoxy group, in the order listed:
SMILES	Keap1 Nrf2 FP	DSG3 Ab inh	V-ATPase pH	Arrestin-AP2 inh	Wnt act	RTF Ca sens inh	RTF Ca sens act	C-LANA FP	MOR-DOR inv ag	OPRM1-OPRD1 ag
COc1ccc(NC(=O)c2c(-c3ccccc3)noc2C)c(OC)c1	-1	99	-1	-1	-1	0	2	0.1	7	-1.2
COc1ccc(CNn2c(C)nc3ccccc3c2=O)cc1	-6	105	-1	8	7	-2	-4	0.3	14	-2.5
COc1ccc2[nH]c3c(c2c1)CCN1C(=O)N([C@@H](C)C(=O)NCc2ccc(C)cc2)C(=O)[C@]31C	1	106	1	0	-2	1	9	0.1	2	-0.4

Single values from the results shown:
COc1ccc2[nH]c3c(c2c1)CCN1C(=O)N([C@@H](C)C(=O)NCc2ccc(C)cc2)C(=O)[C@]31C in MOR-DOR inv ag is entered as 2
Cc1nn(-c2ccccc2)c2sc(C(=O)NC3CCCCC3)cc12 in OPRM1-OPRD1 ag is entered as 4.8

The results go on:
SMILES	Keap1 Nrf2 FP	DSG3 Ab inh	V-ATPase pH	Arrestin-AP2 inh	Wnt act	RTF Ca sens inh	RTF Ca sens act	C-LANA FP	MOR-DOR inv ag	OPRM1-OPRD1 ag
COc1ccc(-c2oc3cccnc3c2-c2ccc(OC)nc2)cc1	-5	111	-1	-7	7	5	2	4.5	0	-0.1
CCNc1ccc(C(=O)OCC)cc1NC(=O)c1cccc(S(=O)(=O)N2CCOCC2)c1	-2	100	-1	-1	x	-2	1	2.3	10	-1.7
O=C1CC(c2ccccc2)c2cccc(F)c21 (stereo not drawn)	0	96	2	-7	3	-7	2	2.7	22	-3.8
Cn1c(=O)c2c(nc(C(O)c3ccccc3)n2C)n(C)c1=O (stereo not drawn)	-2	x	-1	18	-1	-11	3	-1.4	-1	0.2
O=C(c1ccc2c(c1)N(Cc1ccccc1)CCS2)N1CCOCC1	2	102	3	-23	-2	-7	-6	-0.9	15	-2.9
CC(Sc1ccc(Cl)cc1)C(=O)NCc1ccc2c(c1)OCO2 (stereo not drawn)	-2	107	-3	27	-2	-9	-2	-0.4	0	0.1
COc1ccc(C)cc1NC(=O)Nc1ccc(C(=O)N2CCCC2)cc1	-1	113	3	2	11	-5	-2	-0.5	3	-0.6
CN(C)S(=O)(=O)c1cccc(NC(=O)NCCCl)c1	-5	102	-2	6	0	0	-4	-5.0	9	-1.7
O=C(NCc1ccccn1)C1CC(c2ccccc2O)=NO1 (stereo not drawn)	-1	80	3	0	-1	-4	-5	-0.5	2	-0.5
N#Cc1nc(-c2ccc(F)cc2)oc1NCCN1CCOCC1	-2	111	-1	3	-2	-9	11	0.9	4	-0.7
Cc1ccc(S(=O)(=O)Oc2ccc(C)cc2/C=N/N=C2\NC(=O)C(C)S2)cc1 (stereo not drawn)	3	68	-3	-5	12	-1	0	1.2	-2	0.4
CC1(C)C2CCC1(C)C(OC(=O)CNc1ccccc1)C2 (stereo not drawn)	-4	95	-3	7	-1	-8	-2	-0.6	-30	6.0
Cc1cc(C)c(NC(=O)/C=C\C(=O)O)c(Cl)c1	-2	81	-4	-4	x	-2	2	-2.0	12	-2.3
O=C(Nc1ccc(F)cc1)c1nc[nH]c1C(=O)O	-3	95	9	34	0	-6	-5	0.7	-8	1.7
COc1ccccc1NC1C=CS(=O)(=O)C1 (stereo not drawn)	-8	105	5	7	-2	-4	1	-0.2	7	-1.4
O=C(NCCN1CCOCC1)c1ccc(S(=O)(=O)Nc2ccccc2)cc1	-1	98	-3	23	0	-6	1	1.5	15	-3.8
CC(C)OP(C)(=O)CN1CCN(CP(C)(=O)OC(C)C)CC1 (stereo not drawn)	-1	98	-3	0	0	-5	6	0.4	-16	2.5
CC(=O)N=c1sc(S(N)(=O)=O)nn1C	-2	-12*	9	9	-3&-2	5	-4	-1.2	16	-2.9
Cc1ccc(Oc2ncccc2C(=O)NCC(=O)O)cc1	-2	113	9	6	-3	-5	7	-0.7	5	-1.0
Cc1cc(C)nc(SCc2nnc(SCC(=O)Nc3nc(-c4ccccc4)cs3)n2-c2ccccc2)n1	-1	99	2	4	-5	-6	4	-0.4	5	-1.0
CC(C)Cc1ccc(C(=O)NCCOc2ccccc2)o1	2	105	-5	8	2	-8	-8	0.0	1	-0.2
CCOC(=O)c1nc(Nc2ccccc2CC)c2ccccc2n1	-7	116	4	4	-3	4	6	-0.1	11	-2.6
O=C(Nc1ccc(-n2cnnn2)cc1)C1CCCCC1	2	100	-3	-1	x	-1	1	-1.2	3	-0.4
O=C(CSc1nnc(C2CCCCC2)o1)N1CCCCC1	-7	100	3	-8	16	-19	8	-1.2	-1	0.2
O=C(CCN1CCOCC1)N1CCCC(Nc2ccc(F)cc2)C1 (stereo not drawn)	3	100	0	-6	-1	-6	0	1.3	18	-3.6
O=C(NCc1nc2ccccc2[nH]1)C1=C[C@H](C2CCCCC2)C[C@H](OCCCCO)O1	-5	106	0	-9	-3	0	-6	0.6	-1	0.2
C=CCOc1ccc(C2NC(=S)NC3=C2CCc2ccccc23)cc1 (stereo not drawn)	-6	95	-2	-5	-1	-6	7	-0.8	-1	0.3
CCN(Cc1nc(-c2ccc(OC)cc2)no1)C(=O)c1ccoc1C	6	99	1	-17	-1	-5	3	-0.2	-3	0.6
COc1ccc(CC(=O)NNC(=S)NC(=O)c2cccnc2)cc1	-9	119	-1	11	-1	-10	-1	-0.5	-6	1.1
O=C(O)CC(NS(=O)(=O)Cc1ccccc1)c1cccc([N+](=O)[O-])c1 (stereo not drawn)	1	105	2	0	1	-12	1	1.1	6	-1.4
O=C(CNC(=O)c1ccco1)OCC(=O)c1ccc(Br)cc1	-1	x	0	26	1	9	0	0.3	3	-0.4
COc1ccc(-c2c(-c3cc(OC)cc(OC)c3)n(C)c3ccc(-c4ccc(OC)nc4)cc23)cc1	-5	94	-2	-13	-7	-2	3	2.1	6	-1.1
c1ccc2c(CNCCN3CCOCC3)cccc2c1	-3	121	-6	14	x	0	-3	0.8	12	-2.9
CC(C)(C)c1ccc(Cc2n[nH]c(=S)[nH]c2=O)cc1	-2	100	2	3	0	0	1	0.0	14	-3.2
O=C(Nc1cccc(F)c1)C1CCN(c2nnnn2-c2ccccc2)CC1	-5	90	-5	-2	-12	2	0	-0.1	8	-1.6
O=c1cc(CSc2nnnn2-c2ccccc2)nc2scc(-c3ccccc3)n12	2	101	0	7	-7	-4	5	1.5	1	-0.1
C/C(=N\NC(=O)C1CC1c1ccccc1)c1cccc([N+](=O)[O-])c1 (stereo not drawn)	-3	100	0	2	x	4	1	-1.5	-28	4.9
O=C(Cc1cccs1)N(c1ccccc1)C1C=CS(=O)(=O)C1 (stereo not drawn)	-1	97	1	40	0	-5	2	1.2	16	-2.9
Cc1[nH]c2ccccc2c1C(=O)COC(=O)C1CC(=O)N(Cc2ccco2)C1 (stereo not drawn)	-3	x	4	11	-6	7	-3	-2.3	9	-1.8
CCOC(=O)c1cc2c(=O)n3ccccc3nc2n(C(C)C)c1=NC(=O)c1c(-c2c(F)cccc2Cl)noc1C	-3	91	-2	36	x	6	4	0.8	8	-1.6
N#Cc1nc(COc2ccc(-c3ccccc3)cc2)oc1NCc1cccnc1	1	105	-2	8	x	0	-4	-0.6	12	-2.1
Cc1onc(-c2ccccc2)c1CNC(=O)Nc1ccc(F)cc1F	-1	x	1	1	0	-2	10	-2.0	-6	1.2
COc1ccc(OC)c(CCNC(=O)Cn2cccc2C(=O)c2ccccc2)c1	-3	104	-1	16	-2	1	-2	-0.8	21	-4.1
CC(=O)Nc1ccc(C(=O)N/N=C/c2ccccc2OC(=O)c2ccc(Cl)cc2)cc1	0	110	-12	1	x	5	2	1.9	7	-1.2
COc1ccc(OC)c(NC(=O)Nc2nnc(N3CCCCC3C)s2)c1 (stereo not drawn)	-3	87	-2	35	2	-1	-1	-1.0	-11	2.2
COC(=O)c1c(NS(=O)(=O)Cc2ccccc2)sc2c1CCCC2	-8	125	2	6	x	1	-13	0.7	-3	0.5
CCOC(=O)C1=C(C)N2C(=C(C#N)[C@@H]1c1ccc(C(=O)OC)cc1)SC[C@@]2(O)C(C)(C)C	-5	112	-4	-3	-12	5	7	-0.9	6	-1.1

Rows are unselected; about 3.1% have a hit in one of these screens.
